RAD52 anneal inh – blocks human RAD52 DNA annealing | AID 651710 | inhibition, % at 18.7 µM | P43351 | 360,000 compounds, 0.46% hits | recombinant RAD52 DNA annealing, FRET fluorescence;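 active = every replicate showing at least 50% inhibition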
Casp6 inh – inhibitors of human caspase-6; P55212; 350,000 compounds, 0.53% hits; purified caspase-6, Z-VEID-R110 cleavage fluorescence; inhibition, % at 12.5 µM; AID 686996;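 active = mean inhibition across replicates at least about 35%, with every replicate also reaching that limit, limit read from the data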;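 also: 0% = median of neutral control wells and 100% = no fluorescence left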
Target sequence (P55212 24-179 limits assumed): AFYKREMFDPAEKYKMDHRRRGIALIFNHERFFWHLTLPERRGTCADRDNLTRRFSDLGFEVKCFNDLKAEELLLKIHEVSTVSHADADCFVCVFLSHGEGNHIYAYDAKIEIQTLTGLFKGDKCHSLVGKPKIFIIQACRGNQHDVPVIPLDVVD
Target sequence (P55212 194-293 limits assumed): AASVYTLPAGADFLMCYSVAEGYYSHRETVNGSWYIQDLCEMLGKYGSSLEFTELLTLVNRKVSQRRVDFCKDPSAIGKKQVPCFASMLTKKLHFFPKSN
E-sel inducer – E-selectin induction on HUVECs | activation, % at 7.58 µM | 260,000 compounds, 0.37% hits | HUVEC E-selectin immunofluorescence imaging; normalized: neutral wells 0, TNF-alpha wells 100 | P16581;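 active = mean E-selectin-positive cell signal at least 10% of the positive control, reached in at least 60% of replicates, without over 20% cell loss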;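 also: in these data hits start at about 27%; measured in HUVEC primary endothelial cells; signal is the percent of cells scored E-selectin positive by PE staining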
Target sequence (P16581 whole entry, looked up): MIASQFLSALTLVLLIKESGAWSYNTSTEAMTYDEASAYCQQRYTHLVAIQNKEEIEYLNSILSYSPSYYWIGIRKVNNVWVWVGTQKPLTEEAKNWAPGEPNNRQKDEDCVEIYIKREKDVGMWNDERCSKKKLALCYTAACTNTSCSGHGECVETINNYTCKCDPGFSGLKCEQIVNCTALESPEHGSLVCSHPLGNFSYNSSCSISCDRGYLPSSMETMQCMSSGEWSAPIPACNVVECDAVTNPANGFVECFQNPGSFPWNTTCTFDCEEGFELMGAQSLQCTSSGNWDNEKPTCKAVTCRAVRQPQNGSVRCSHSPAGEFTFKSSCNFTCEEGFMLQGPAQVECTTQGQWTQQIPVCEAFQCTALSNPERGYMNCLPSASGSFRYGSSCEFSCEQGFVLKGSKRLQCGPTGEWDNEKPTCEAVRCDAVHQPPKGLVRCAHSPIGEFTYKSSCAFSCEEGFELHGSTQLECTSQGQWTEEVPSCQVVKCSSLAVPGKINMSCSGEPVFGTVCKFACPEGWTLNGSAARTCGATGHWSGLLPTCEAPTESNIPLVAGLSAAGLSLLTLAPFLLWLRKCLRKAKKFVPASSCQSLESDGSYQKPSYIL
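Test system – human umbilical vein endothelial cells (HUVEC), E-selectin induction · Input – 3,000 HUVEC seeded per well · Buffer or medium – EGM-2, gelatin · Compound dosing – single-point compound dose · Detection – immunofluorescence imaging · Measure – percent E-selectin-positive cells · Controls – TNF-alpha high, DMSO low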
PglD DTNB – PglD (C. jejuni) enzyme inhibition. inhibition, % at 12.5 µM. purified PglD enzyme, DTNB colorimetric CoA detection. AID 602405. 360,000 compounds, 0.098% hits; in the data active = inhibition above about 16%, passing the limit was not always enough; also: strong numbers were not always called active
ARNT TACC3 PPI – disrupts binding between human ARNT and TACC3 | AlphaScreen His-ARNT PAS-B/GST-TACC3 binding, luminescence; TACC3 fragment carries E629A point mutation | inhibition, % at 9.99 µM | 390,000 compounds, 0.66% hits | AID 623870;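 active = mean inhibition of replicates at least 50% and at least half of replicates each reaching 50%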;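 also: 0% = complete ARNT plus TACC3 wells and 100% = ARNT alone without TACC3; many hits fall short of the cut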
RAD54 inh – RAD54 (human) branch migration inhibition. Q92698. RAD54 Holliday junction branch migration, FAM/BHQ fluorescence. inhibition, % at 10.4 µM. 360,000 compounds, 0.14% hits;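 active = mean normalized replicate activity at least 40 and at least half of replicates scoring 40 or more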;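 also: 0% = median of neutral control wells and 100% = median of positive control wells; inhibitors cause a drop in the FAM fluorescence signal; in these data hits start at about 50%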
esBAF inh – blocks esBAF chromatin remodeling in mouse ES cells; Bmi1-luciferase knock-in reporter, 24 h; 100% = twice the neutral-well signal; reporter increase, % at 12.5 µM; 350,000 compounds, 2% hits; in the data active = activation above about 40%;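 also: 0% = median of the plate's neutral control wells and 100% = double that signal; a rise in the Bmi1 reporter signal indicates esBAF inhibition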
ERp5 inh – inhibitors of human ERp5. ERp5 insulin aggregation, absorbance 650 nm, 90 min. inhibition, % at 9.99 µM. 350,000 compounds, 0.05% hits. AID 651711;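 active = mean replicate inhibition above about 25%, with every replicate also reaching it, limit read from the data, passing the limit was not always enough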
* marks the source's active call; other numbers are inactive results; . = no result given; & = joins results of further samples.

cpd	SMILES	PglD DTNB	ARNT TACC3 PPI	E-sel inducer	Casp6 inh
1	CCOC(=O)N1CCC(NC(=O)c2ccc3c(c2)N=C(C)c2ccccc2S3)CC1	-1.8	1.6	.	-0.7
2	C=CCSc1nc2c(c(=O)[nH]1)C(c1ccccc1)C(C#N)=C(N)O2 (centres undefined)	.	8.0	1.0	2.5
3	CO[C@@H]1CN(C)C(=O)c2cc(NC(=O)Cc3ccccc3)ccc2OC[C@@H](C)N(C(C)=O)C[C@@H]1C	2.1	-1.6	0.0	0.0
4	CCOC(=O)CC1C(=O)NCCN1C(=O)COc1ccc(C(C)(C)C)cc1 (centres undefined)	0.1	-2.0	-0.1	1.0
5	CCc1ccccc1NC(=S)NC1CC2CCC(C1)N2Cc1ccc(F)cc1 (centres undefined)	.	7.1	.	1.5
6	O=C(C1CCC(=O)N(C2CC2)C1)N1CCN(c2ccccc2Cl)CC1 (centres undefined)	2.7	-9.5	.	-0.3
7	COC(=O)c1ccc(CN2C(=O)C(Cc3ccccc3)ON=C2c2ncccc2C)o1 (centres undefined)	3.2	.	.	0.6
8	COc1cccc(CNC(=O)C2CCN(S(=O)(=O)c3cccc4cccnc34)CC2)c1	5.4	2.0	.	-0.5
9	CS(=O)(=O)c1ccc2nc(NC(=O)c3cc4ccccc4o3)sc2c1	6.9	-4.3	.	.
10	Cc1cc(NC(=O)CSc2nc3c(c(=O)n(C)c(=O)n3C)n2C(C)C)no1	-1.3	-3.4	.	.

cpd	esBAF inh	RAD54 inh	RAD52 anneal inh	ERp5 inh
1	2.8	-10.5	-27.8	0.8
2	3.1	.	-12.7	-3.6
3	1.5	1.5	-2.7	1.0
4	-5.3	2.1	-3.5	0.0
5	.	.	-12.6	3.7
6	10.1	-4.9	5.5	5.2
7	7.4	1.4	-18.6	9.3
8	-0.5	-0.8	-17.7	8.7
9	67.5*	-4.7	.	.
10	-0.4	-6.2	-8.0	0.3

3 structures out of the list, ordered by length of the SMILES, lowest first:
cpd	SMILES	PglD DTNB	ARNT TACC3 PPI	E-sel inducer	Casp6 inh
4	CCOC(=O)CC1C(=O)NCCN1C(=O)COc1ccc(C(C)(C)C)cc1 (centres undefined)	0.1	-2.0	-0.1	1.0
10	Cc1cc(NC(=O)CSc2nc3c(c(=O)n(C)c(=O)n3C)n2C(C)C)no1	-1.3	-3.4	.	.
8	COc1cccc(CNC(=O)C2CCN(S(=O)(=O)c3cccc4cccnc34)CC2)c1	5.4	2.0	.	-0.5

cpd	esBAF inh	RAD54 inh	RAD52 anneal inh	ERp5 inh
4	-5.3	2.1	-3.5	0.0
10	-0.4	-6.2	-8.0	0.3
8	-0.5	-0.8	-17.7	8.7

Next entries follow.
cpd	SMILES	PglD DTNB	ARNT TACC3 PPI	E-sel inducer	Casp6 inh
11	C[C@@H]1CCCCO[C@@H](CN(C)Cc2ccc(C(F)(F)F)cc2)[C@H](C)CN([C@@H](C)CO)C(=O)c2cc(NC(=O)Nc3cccc4ccccc34)ccc2O1	-4.5	4.5	0.9	.
12	C[C@H]1CN([C@@H](C)CO)C(=O)c2cc(-c3ccccc3F)cnc2O[C@@H]1CN(C)C(=O)NC1CCCCC1	-2.6&-2.3&-3.0	-5.7&-4.6	0.8&-0.1	-5.2&-0.5&0.6
13	CCOC(=O)N1CCN(C(=O)/C(=C\c2ccc(SC)cc2)NC(=O)c2ccccc2)CC1	.	-4.1	2.1	-3.8
14	C[C@H](CO)N1C[C@H](C)[C@@H](CN(C)C(=O)c2ccccc2)Oc2cc(C3=CCCCC3)ccc2S1(=O)=O	-0.1	12.1	0.1	0.7
15	C[C@H](CO)N1C[C@H](C)[C@@H](CN(C)C(=O)Nc2ccccc2)Oc2c(NS(=O)(=O)c3ccc(F)cc3)cccc2C1=O	7.9&-3.4	-10.9&-21.4	0.8&0.8	6.0
16	O=C(CSc1nnnn1C1CCCCC1)Nc1ccc(F)cc1	.	-1.8	2.3	0.0
17	Cc1ccc(NC(=O)Cc2nn(C)c(=O)c3ccccc23)cc1F	2.6	-18.5	.	.
18	O=C(Cc1ccc(Cl)cc1)N/N=C/c1ccc(O)c(O)c1	-3.9	.	-0.2	9.6
19	COc1ccccc1Nc1nc(N)nc(-c2cc3ccccc3o2)n1	-1.1	-5.0	.	.
20	COc1ccc(C(=O)c2cn[nH]c2-c2cc(Cl)ccc2O)cc1	0.1	26.2	.	.

cpd	esBAF inh	RAD54 inh	RAD52 anneal inh	ERp5 inh
11	1.9	-3.0	.	.
12	-1.9&3.2&2.8	-1.9&3.0&0.1	-1.7&-10.4&2.5	4.7&-9.0&-0.5
13	.	.	-7.5	-8.7
14	0.9	0.2	0.3	-2.4
15	-4.3&0.9	-7.4&0.6	-5.2&-3.7	-2.0&5.5
16	.	.	1.0	2.0
17	1.5	-11.8	.	.
18	1.9	-2.5	-8.7	-10.2
19	29.6	-5.7	.	.
20	-3.2	-3.0	.	.

More records:
cpd	SMILES	PglD DTNB	ARNT TACC3 PPI	E-sel inducer	Casp6 inh
21	C[C@H](NC(=O)C[C@@H]1C=C[C@@H](NC(=O)Nc2ccc3c(c2)OCO3)[C@H](CO)O1)c1ccccc1	8.9	-5.2	-0.1	-1.5
22	C/C=C/c1ccc([C@H]2[C@@H](CO)N(Cc3ccccn3)[C@H]2CNC(C)=O)cc1	2.7	29.9*	0.3	-0.8
23	COc1ccccc1N(C(=O)c1csnn1)C(C(=O)NC1CCCC1)c1ccccc1 (centres undefined)	.	1.7	.	0.1
24	CN(C)CCCN1c2ccc3ccccc3c2Sc2cccc(Cl)c21	.	6.5	1.3	0.2
25	CCc1ccc(NC2=CC(=O)CC(c3ccco3)C2)cc1 (centres undefined)	-1.3	1.7	.	.
26	Cc1ccc(-c2nnc(Nc3ccccc3)c3ccccc23)cc1S(=O)(=O)NCC1CCCO1 (centres undefined)	-5.7	3.6	.	.
27	COc1ccc(NC(=O)COC(=O)Cn2cnc3ccccc32)cc1	4.0	.	.	1.7
28	C[C@@H]1CN([C@H](C)CO)C(=O)c2cc(NC(=O)CCN3CCOCC3)ccc2O[C@H]1CN(C)C(=O)Nc1ccc2c(c1)OCO2	-0.9	-15.7	0.2	0.0
29	O=S(=O)(c1ccc(F)cc1)N1CC[C@@H]2[C@H](CO)Nc3ccc(-c4ccc(F)cc4)cc3[C@@H]21	2.7	-4.2	-0.8	.
30	O=C(Nc1ccc(Cl)cc1)N[C@@H]1CC[C@@H](CCNS(=O)(=O)c2ccccc2F)O[C@@H]1CO	2.6	-3.7	0.4	0.1

cpd	esBAF inh	RAD54 inh	RAD52 anneal inh	ERp5 inh
21	1.6	3.8	1.9	1.3
22	-0.4	-7.5	-42.8	-1.8
23	13.9	-11.4	-3.6	3.3
24	.	.	32.8	1.5
25	7.6	6.7	.	.
26	2.9	-0.2	.	.
27	-4.3	9.9	-22.0	-5.2
28	-11.3	8.2	6.7	3.4
29	0.1	4.1	.	.
30	6.8	9.0	.	1.2

(continued)
cpd	SMILES	PglD DTNB	ARNT TACC3 PPI	E-sel inducer	Casp6 inh
31	COc1ccc(CN(C)C[C@@H]2Oc3c(NC(=O)c4cc(C)nn4C)cccc3C(=O)N([C@@H](C)CO)C[C@H]2C)cc1	-1.6	-10.2	-0.1	3.5
32	O=C(O)c1nn(Cc2ncc(-c3cccc(Cl)c3)o2)c(=O)c2ccccc12	-5.7	-4.3	0.1	1.5
33	CC1=C(C(=O)N2CCOCC2)CC(CC(=O)NC2CCCC2)C(=O)N1Cc1ccc(F)cc1 (centres undefined)	-4.7	.	3.1	-1.8
34	Cc1ccc(OCc2nnc(SCC(=O)Nc3cccc4ccccc34)n2-c2ccccc2)cc1	3.4	-6.1	.	.
35	CCCCCc1nnc(NC(=O)c2ccc3nc[nH]c3c2)s1	3.1	2.2	0.7	20.9
36	CCC(C)(C)C1CCc2c(sc(N)c2C(N)=O)C1 (centres undefined)	-5.6	-3.6	.	-2.5
37	O=C(C1CC1)N1CCc2cc(S(=O)(=O)NCc3ccccc3)ccc21	1.9	-4.4	-0.1	0.0
38	CC(=O)Nc1sc(NC(=O)c2ccco2)nc1-c1cccs1	5.6	-2.0	.	.
39	CCOCCSc1nnc2nc(C)cc(C)n12	2.4	-2.1	.	.
40	CCOc1ccc(NC(=O)Nc2ccc3c(c2)nnn3C)cc1	4.1	9.5	.	1.1

cpd	esBAF inh	RAD54 inh	RAD52 anneal inh	ERp5 inh
31	-2.9	-10.5	3.9	-7.1
32	4.5	-4.7	-60.6	-2.5
33	-4.4	-0.1	-16.2	9.3
34	1.4	8.8	.	.
35	1.0	3.4	-13.2	2.2
36	16.1	-0.9	-13.2	-2.3
37	1.5	-4.0	-0.9	4.6
38	-4.8	2.0	-9.5	0.0
39	0.7	-5.3	.	.
40	12.6	6.5	1.5	2.2

The list goes on.
cpd	SMILES	PglD DTNB	ARNT TACC3 PPI	E-sel inducer	Casp6 inh
41	COC(=O)c1c(C)[nH]c(C(=O)C(C)OC(=O)C2CC2)c1C (centres undefined)	1.2	7.5	.	0.9
42	COc1ccccc1NC(=O)CSc1nccn1Cc1ccc(F)cc1	-2.7	14.3	0.2	0.2
43	O=C(O)c1ccccc1CSc1nc2ccccc2n1Cc1ccccc1C(=O)O	.	2.4	.	0.0
44	CCCCN(C(=O)c1ccc(N2CCCC2=O)cc1)c1c(N)n(CC(C)C)c(=O)[nH]c1=O	-5.7	-5.6	.	-0.4
45	CC(C)(C)OC(=O)N1CCC(NC(=O)c2[nH]cnc2C(=O)N[C@@H](Cc2ccccc2)C(=O)OCc2ccccc2)CC1	5.7	15.1	.	-0.6
46	CC(=O)N(C)C[C@@H]1Oc2ncc(Br)cc2C(=O)N([C@H](C)CO)C[C@@H]1C	-1.7&-2.0	2.3	-0.5	-3.8&1.4
47	Cn1nc(-c2ccc(C(=O)NCCO)cc2)c2ccccc2c1=O	.	-2.8	.	1.1
48	C[C@@H]1CN([C@@H](C)CO)S(=O)(=O)c2ccc(C#CC3CCCC3)cc2O[C@H]1CN(C)C	7.4	.	-0.4	2.4
49	CCOC(=O)c1c(C)[nH]c(C(C)=O)c1C	1.4	.	0.3	.
50	COc1ccc(S(=O)(=O)N(C)C[C@@H]2OCCCC[C@@H](C)Oc3ccc(NS(=O)(=O)c4ccccc4)cc3C(=O)N([C@H](C)CO)C[C@@H]2C)cc1	-3.5	-2.2	.	0.1

cpd	esBAF inh	RAD54 inh	RAD52 anneal inh	ERp5 inh
41	0.1	-9.4	-13.8	-4.0
42	-4.7	-5.1	-1.6	0.9
43	.	.	-19.3	2.8
44	2.4	13.7	-2.3	2.5
45	-11.5	0.8	-102.6	3.0
46	-9.2&-1.7	0.7&3.4	-12.7&-11.1	-4.1&-2.3
47	.	.	-4.9	-0.7
48	-1.8	-1.1	5.8	-3.6
49	3.0	1.8	.	.
50	-5.1	1.8	-4.6	1.5

Other compounds
cpd	SMILES	PglD DTNB	ARNT TACC3 PPI	E-sel inducer	Casp6 inh
51	Cc1ccc(S(=O)(=O)N(CC(O)CN2CCCCC2)c2ccccc2)cc1 (centres undefined)	-234.5	-2.0	0.1	-24.7
52	C=C(C)c1cccc(C(C)(C)NC(=O)N2CCCC2)c1	0.8	-4.9	.	.
53	CC(NC(=O)c1ccc(F)cc1Cl)C1CC2CCC1C2 (centres undefined)	3.8	-4.2	14.5	-2.2
54	CCCCCCSc1ccc([C@@H]2[C@@H]3C(=O)N(C)C(=O)[C@@H]3[C@]3(C(=O)OC)CCCCN23)cc1OC	-3.4	-5.7	0.0	1.3
55	CCOC(=O)c1oc2ccccc2c1NC(=O)c1ccccc1OC	.	26.6	.	0.1
56	CCc1cc(=O)[nH]c(SCc2ccc(C)cc2)n1	-1.9	-5.5	.	3.4
57	Cc1noc(NC(=O)c2ccc(Cl)c(Cl)c2)c1Cl	.	0.1	.	-1.1

cpd	esBAF inh	RAD54 inh	RAD52 anneal inh	ERp5 inh
51	10.0	-8.8	12.0	-0.8
52	3.2	-12.8	.	.
53	16.8	-3.7	-5.2	-0.5
54	11.8	2.6	-63.0	-0.1
55	-4.0	.	-2.9	-1.6
56	-4.2	2.7	-7.1	-0.7
57	.	.	-2.7	-1.4
